Pin1 inhibitor = qHTS Assay to Find Inhibitors of Pin1; Peptidyl-prolyl cis-trans isomerase NIMA-interacting 1 (Homo sapiens), Q13526; Pin1 FP peptide displacement, HiFluor488, 10 min; Potency, µM (doses to about 115 µM), for the others: top-dose activity, negative = inhibition, hits mostly inhibitors; 390,000 tested, 0.009% active; active means well fitted inhibition curve with a large enough effect in the polarisation, with a control signal flat, not every such curve was filed as active; inconclusive means small, poorly fitted or top-dose-only effect, or effect the other way, or a change in a side signal; inactive means no such curve, though single readings can be large or run the other way; the % refers to the polarisation
JMJD2A Tudor = qHTS Assay for Inhibitors of JMJD2A-Tudor Domain; 390,000 tested, 4.4% active; AID 504339, 2011; Lysine-specific demethylase 4A (Homo sapiens), O75164; Potency, µM (highest dose often 114 µM), for inactives: at the top dose activity change, negative = inhibition, hits mostly inhibitors; AlphaScreen JMJD2A-Tudor / H3K4me3 peptide binding; active means well fitted inhibition curve with a large enough effect; inconclusive means small, poorly fitted or top-dose-only effect; inactive means no such curve, though single readings can be large or run the other way; further: nearly all actives have a fitted effect of over 50% in size
Target sequence (O75164 whole entry, looked up, the tested form may be a part): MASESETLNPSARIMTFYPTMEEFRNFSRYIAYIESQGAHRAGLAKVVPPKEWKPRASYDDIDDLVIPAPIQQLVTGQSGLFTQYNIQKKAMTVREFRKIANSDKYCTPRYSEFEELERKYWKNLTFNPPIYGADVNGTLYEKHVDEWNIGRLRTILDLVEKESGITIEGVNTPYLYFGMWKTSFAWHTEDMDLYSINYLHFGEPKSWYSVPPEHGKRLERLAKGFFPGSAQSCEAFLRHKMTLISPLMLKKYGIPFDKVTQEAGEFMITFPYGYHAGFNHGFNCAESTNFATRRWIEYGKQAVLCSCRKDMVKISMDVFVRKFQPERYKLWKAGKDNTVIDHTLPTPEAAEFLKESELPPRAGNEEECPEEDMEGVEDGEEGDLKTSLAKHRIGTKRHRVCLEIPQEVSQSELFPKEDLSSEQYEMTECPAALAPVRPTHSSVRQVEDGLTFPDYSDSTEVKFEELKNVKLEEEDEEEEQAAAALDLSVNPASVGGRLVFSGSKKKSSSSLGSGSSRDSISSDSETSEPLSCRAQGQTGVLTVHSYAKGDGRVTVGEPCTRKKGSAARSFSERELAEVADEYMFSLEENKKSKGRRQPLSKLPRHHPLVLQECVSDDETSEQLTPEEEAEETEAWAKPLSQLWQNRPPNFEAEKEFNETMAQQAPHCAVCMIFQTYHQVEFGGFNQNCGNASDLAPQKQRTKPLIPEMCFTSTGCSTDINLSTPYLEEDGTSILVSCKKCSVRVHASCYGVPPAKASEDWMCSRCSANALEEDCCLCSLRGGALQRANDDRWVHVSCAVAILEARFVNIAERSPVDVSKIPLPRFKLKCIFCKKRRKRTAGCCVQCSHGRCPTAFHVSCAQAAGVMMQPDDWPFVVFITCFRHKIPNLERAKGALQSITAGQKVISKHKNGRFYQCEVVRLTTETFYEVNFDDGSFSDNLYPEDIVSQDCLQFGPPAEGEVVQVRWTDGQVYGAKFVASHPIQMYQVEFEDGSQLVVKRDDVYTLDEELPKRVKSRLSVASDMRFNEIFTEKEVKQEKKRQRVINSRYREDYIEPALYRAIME
Numbers without * were called inactive; ? = inconclusive; & = joins results of further samples; [ ] = remark or other dose. On the % scale 0 is the no-effect control and ±100 the full control effect; potency means the concentration at half of the fitted maximal effect. A portion of the library (hit frequency here may not be typical).

Compound | Pin1 inhibitor | JMJD2A Tudor
O=C(Nc1cc(C(F)(F)F)ccc1Cl)C(O)Cc1ccccc1 (centres undefined) | -2% | 6%
Cc1cccc([S+](=O)([O-])NC2CCN(C#N)CC2)c1 | 0% | 7%
COc1cc2ncnc(N(C)Cc3csc(C)n3)c2cc1-c1ccc2c(c1)OCO2 | 6% | 8.9µM*
COc1ccc(C2Oc3ccccc3C(=O)N2Cc2ccccc2)cc1COc1ccc(NC(C)=O)cc1 (centres undefined) | 11% | ?
COc1ccc(C2c3c(ncn(Cc4ccccc4)c3=N)Oc3ccc4ccccc4c32)cc1OC (centres undefined) | 66%[activator] | ?
CC(C)c1cc2c(s1)c1cnn(Cc3ccccc3F)c(=O)c1n2C | ? | -21%
Cc1noc(C)c1-c1ccc2ncnc(NCc3cccc(F)c3)c2c1 | -1% | -26%
COc1ccc(C2=Nn3c(nnc3-c3cc(OC)ccc3OC)SC2)cc1 | 0% | -23%
COc1ccc(C2Nc3ccccc3C(=O)N2Cc2ccc(Cl)cc2)cc1COc1ccc(NC(C)=O)cc1 (centres undefined) | 7% | -11%
Cc1cc2c(s1)c1cnn(Cc3c(F)ccc(F)c3Cl)c(=O)c1n2C | 25% | -29%

(cont.)
Compound | Pin1 inhibitor | JMJD2A Tudor
Cc1nc(-c2ccc([S+](=O)([O-])N3CCN([S+](=O)([O-])c4c(F)cccc4F)CC3)s2)cs1 | 8% | -10%
COc1ccc(C2Nc3ccccc3C(=O)N2Cc2cccc(-c3ccccc3)c2)cc1COc1ccc(NC(C)=O)cc1 (centres undefined) | 13% | ?
COc1ccc(C2=Nn3c(nnc3-c3ccc(OC)c(OC)c3)SC2)c(OC)c1 | 5% | -36%
O=S1(=O)N=C(Oc2ccc(C(F)(F)F)cc2)c2ccccc21 | -2% | ?
S=C(NCCCc1cnc[nH]1)NCCCN(Cc1ccc(Cl)c(Cl)c1)c1ccccn1 | ? | 45µM*
Clc1ccc(CN(CCCNc2ncnc(NCCCc3cnc[nH]3)n2)c2ccc(Br)cn2)cc1Cl | 4% | 35µM*
O=S(=O)(Nc1cc(O)cc2cccnc12)c1ccc(Br)s1 | ? | ?
COc1ccc(C2Nc3ccccc3C(=O)N2CCc2ccc(Cl)cc2Cl)cc1COc1ccc(NC(C)=O)cc1 (centres undefined) | -5% | ?
N#Cc1nc(Nc2cc(F)cc(F)c2)nc(Nc2cc(F)cc(F)c2)n1 | 47%[activator] | -18%
COc1ccc(C(=O)N(Cc2ccco2)Cc2ccco2)c(O)c1 | -13% | ?

(further entries)
Compound | Pin1 inhibitor | JMJD2A Tudor
O=S(=O)(NCCNc1nc(-c2ccco2)nc2ccccc12)c1ccccc1 | 0% | ?
COc1ccc(C2Nc3ccccc3C(=O)N2Cc2cccc3ccccc23)cc1COc1ccc(NC(C)=O)cc1 (centres undefined) | 32%[activator] | 79µM*
Cc1noc(C)c1-c1ccc2ncnc(NCc3cc(F)cc(F)c3)c2c1 | 2% | -22%
O=C1CCCC2=C1C1(CCC1)N=C(Nc1nc3ccccc3o1)N2 | ? | -23%
O=C(c1ccccc1O)N(Cc1ccco1)Cc1ccco1 | -13% | ?
O=C(CN1C(=O)N/C(=C\c2cccn2-c2cccc(C(=O)O)c2)C1=O)Nc1ccccc1F | 1% | -18%
N#Cc1ccccc1OC1=NS(=O)(=O)c2ccccc21 | 1% | -18%
COc1cccc(C2c3c(ncn(-c4ccc(F)cc4)c3=N)Oc3ccc4ccccc4c32)c1 (centres undefined) | 8% | ?
Cc1ccc(NS(=O)(=O)c2cccc(C(=O)O)c2)cc1C | ? | -11%
Cc1c(P(=S)(c2ccccc2)c2ccccc2)c2ccccc2n1C(=O)NCc1ccc(F)cc1 | -2% | -16%

Exported with two lines to a compound: 17 of the compounds above.
Values run as follows: Pin1 inhibitor | JMJD2A Tudor
COc1ccc(C2Nc3ccccc3C(=O)N2Cc2cccc(-c3ccccc3)c2)cc1COc1ccc(NC(C)=O)cc1 (centres undefined)
    13% | ?
COc1ccc(C2=Nn3c(nnc3-c3ccc(OC)c(OC)c3)SC2)c(OC)c1
    5% | -36%
O=S1(=O)N=C(Oc2ccc(C(F)(F)F)cc2)c2ccccc21
    -2% | ?
S=C(NCCCc1cnc[nH]1)NCCCN(Cc1ccc(Cl)c(Cl)c1)c1ccccn1
    ? | 45µM*
Clc1ccc(CN(CCCNc2ncnc(NCCCc3cnc[nH]3)n2)c2ccc(Br)cn2)cc1Cl
    4% | 35µM*
O=S(=O)(Nc1cc(O)cc2cccnc12)c1ccc(Br)s1
    ? | ?
COc1ccc(C2Nc3ccccc3C(=O)N2CCc2ccc(Cl)cc2Cl)cc1COc1ccc(NC(C)=O)cc1 (centres undefined)
    -5% | ?
N#Cc1nc(Nc2cc(F)cc(F)c2)nc(Nc2cc(F)cc(F)c2)n1
    47%[activator] | -18%
COc1ccc(C(=O)N(Cc2ccco2)Cc2ccco2)c(O)c1
    -13% | ?
O=S(=O)(NCCNc1nc(-c2ccco2)nc2ccccc12)c1ccccc1
    0% | ?
COc1ccc(C2Nc3ccccc3C(=O)N2Cc2cccc3ccccc23)cc1COc1ccc(NC(C)=O)cc1 (centres undefined)
    32%[activator] | 79µM*
Cc1noc(C)c1-c1ccc2ncnc(NCc3cc(F)cc(F)c3)c2c1
    2% | -22%
O=C1CCCC2=C1C1(CCC1)N=C(Nc1nc3ccccc3o1)N2
    ? | -23%
O=C(c1ccccc1O)N(Cc1ccco1)Cc1ccco1
    -13% | ?
O=C(CN1C(=O)N/C(=C\c2cccn2-c2cccc(C(=O)O)c2)C1=O)Nc1ccccc1F
    1% | -18%
N#Cc1ccccc1OC1=NS(=O)(=O)c2ccccc21
    1% | -18%
COc1cccc(C2c3c(ncn(-c4ccc(F)cc4)c3=N)Oc3ccc4ccccc4c32)c1 (centres undefined)
    8% | ?

Three structures already listed, sorted by molecular weight, low to high:
Compound | Pin1 inhibitor | JMJD2A Tudor
N#Cc1ccccc1OC1=NS(=O)(=O)c2ccccc21 | 1% | -18%
O=S(=O)(Nc1cc(O)cc2cccnc12)c1ccc(Br)s1 | ? | ?
COc1cc2ncnc(N(C)Cc3csc(C)n3)c2cc1-c1ccc2c(c1)OCO2 | 6% | 8.9µM*

Other records.
Compound | Pin1 inhibitor | JMJD2A Tudor
COc1cccc(CN2C(=O)c3ccccc3NC2c2ccc(OC)c(COc3ccc(NC(C)=O)cc3)c2)c1 (centres undefined) | 6% | ?
COc1ccc(-c2ccc3ncnc(NCc4ccc(C)o4)c3c2)cc1OC | 2% | ?
Nc1ccccc1S(=O)(=O)Nc1cccc2cccnc12 | 1% | 56µM*
COc1ccc2c(c1)Oc1ncn(CCN3CCOCC3)c(=N)c1C2c1ccc(OC)c(OC)c1 (centres undefined) | -5% | -20%
Cc1cc2c(s1)c1cnn(Cc3c(F)cccc3C(F)(F)F)c(=O)c1n2C | -4% | -16%
O=S(=O)(c1ccc2c(c1)OCCO2)N1CCN(S(=O)(=O)c2cc(F)c(Br)cc2F)CC1 | 0% | -14%
O=C(CNC(=O)c1ccccc1)N[C@@H](C(=O)Nc1cc(C(F)(F)F)ccc1Cl)c1ccccc1 | -13%&11% | -18%&-31%
COc1ccc(CN(Cc2ccccc2)C(=O)c2ccccc2O)cc1COc1ccc(NC(C)=O)cc1 | 17% | ?
O=C1c2ccccc2NC(c2ccccc2O)N1Cc1ccccc1 (centres undefined) | 42%[activator] | -22%
COc1cc(OC)cc(C2=Nn3c(nnc3-c3ccccc3OC)SC2)c1 | -4% | -34%

Additional entries follow.
Compound | Pin1 inhibitor | JMJD2A Tudor
COc1ccc(C2Nc3ccc(Cl)cc3C(=O)N2Cc2ccccc2)cc1COc1ccc(NC(C)=O)cc1 (centres undefined) | -1% | 56µM*
O=C(c1ccccc1O)N(Cc1ccccc1)Cc1ccccc1 | ? | -35%
COc1cc(N2C(=O)c3ccccc3C2=O)c2ncccc2c1 | ? | -5%
Cc1cc2c(s1)c1cnn(Cc3c(Cl)cccc3Cl)c(=O)c1n2C | -2% | -26%
CCOC(=O)c1ccc(-n2cnc3c(c2=N)C(c2cccc(OC)c2)c2c(ccc4ccccc24)O3)cc1 (centres undefined) | 10% | ?
COc1cccc(C2c3c(ncn(-c4ccccc4C#N)c3=N)Oc3ccc4ccccc4c32)c1 (centres undefined) | 5% | 56µM*
Cc1noc(C)c1-c1ccc2ncnc(NCc3ccccc3C(F)(F)F)c2c1 | -2% | -12%
Cc1cccc(Nc2nc(C#N)nc(NC3CCCC3)n2)c1 | 8% | 3%
Cc1cc2c(s1)c1cnn(Cc3ccc(SC(F)(F)F)cc3)c(=O)c1n2C | -19% | ?
COc1ccc(C)cc1NC(=O)C(OC(=O)CNC(=O)c1ccccc1)c1ccccc1 (centres undefined) | -1% | -14%

(more compounds)
Compound | Pin1 inhibitor | JMJD2A Tudor
COc1ccc(OCc2cc(C3Nc4ccccc4C(=O)N3Cc3ccccc3)ccc2OC)cc1 (centres undefined) | 7% | -20%
COc1ccc(C2=Nn3c(nnc3-c3ccc(OC)c(OC)c3)SC2)cc1OC | -5% | -12%
COc1ccc(C(=O)N(Cc2ccccc2)Cc2ccccc2)cc1COc1ccc(NC(C)=O)cc1 | 2% | -10%
COc1ccccc1NS(=O)(=O)c1ccc2c(c1)CCC(=O)N2 | -6% | 7%
O=C1CCc2cc(S(=O)(=O)Nc3ccc(Cl)cc3)ccc2N1 | 0% | -1%
O=C1CCCC2=C1C1(CCSC1)N=C(Nc1nc3ccccc3o1)N2 (centres undefined) | 1% | -2%
O=S1(=O)N=C(Sc2ccc3c(c2)OCCO3)c2ccccc21 | -8% | -26%
O=C(CCc1ccccc1)Nc1ncnc2c1C(c1ccccc1)c1c(ccc3ccccc13)O2 (centres undefined) | 50%[activator] | -35%
COc1ccc(OC)c(C2=Nn3c(nnc3-c3ccccc3C)SC2)c1 | 16% | ?
Cc1ccc(S(=O)(=O)NC(N)=NCCC[C@@H](N)C(=O)Nc2cc(C(F)(F)F)ccc2Cl)cc1 | 0% | -25%

The results go on.
Compound | Pin1 inhibitor | JMJD2A Tudor
O=[S+]([O-])(c1ccc(-c2ccccc2)cc1)N1CCN([S+](=O)([O-])c2ccc3c(c2)OCCO3)CC1 | 3% | -14%
COc1cccc(C2c3c(ncn(-c4ccc(Br)cc4)c3=N)Oc3ccc4ccccc4c32)c1 (centres undefined) | 64%[activator] | ?
CCOC(=O)CCc1cc(F)c(S(=O)(=O)N2CCN(S(=O)(=O)c3ccc4c(c3)OCCO4)CC2)cc1F | 2% | -15%
Cc1ccc(N[S+](=O)([O-])c2cc3c(cc2CCc2ccccc2)NC(=O)CO3)cc1C | 1% | -7%
O=C1CCc2cc(S(=O)(=O)Nc3cccc(-c4ccccc4)c3)ccc2N1 | -1% | ?
Nc1cc(S(=O)(=O)N2CCN(S(=O)(=O)c3ccc4c(c3)OCCO4)CC2)ccn1 | 5% | -35%
c1ccc(CNCc2nnc(-c3cc4ccccc4[nH]3)s2)cc1 | -2% | -18%
O=[S+]([O-])(c1ccc2c(c1)OCCO2)N1CCN([S+](=O)([O-])c2ccc(F)cc2Br)CC1 | -1% | -10%
O=S(=O)(Nc1cc(O)cc2cccnc12)c1ccc(Cl)s1 | ? | 79µM*
Cc1noc(C)c1-c1ccc2ncnc(NCc3ccc(C(F)(F)F)o3)c2c1 | -7% | -25%

Remaining list, next part
Compound | Pin1 inhibitor | JMJD2A Tudor
CCC(=O)NC(c1ccc(Br)o1)c1cc(Cl)c2cccnc2c1O (centres undefined) | ? | -18%
O=S(=O)(NC1CCCC(NS(=O)(=O)c2c(F)cccc2F)C1)c1ccc2c(c1)OCCO2 (centres undefined) | 30%[activator] | -10%
CCOc1ccccc1-c1nnc2n1N=C(c1cc(OC)ccc1OC)CS2 | -3% | -14%
O=C1c2ccccc2C(=O)N1c1cccc2ccncc12 | 5% | -22%
COc1cccc(C2c3c(ncn(-c4cccc(F)c4)c3=N)Oc3ccc4ccccc4c32)c1 (centres undefined) | 9% | 50µM*
N=c1c2c(ncn1-c1ccccc1)Oc1ccc3ccccc3c1C2c1ccc2c(c1)OCCO2 (centres undefined) | 114%[activator] | 22µM*
COc1cccc(C2=Nn3c(nnc3-c3cccc(OC)c3OC)SC2)c1 | -1% | -29%
COc1ccc(C2=Nn3c(nnc3-c3cccc(OC)c3)SC2)cc1 | 1% | -26%
COc1cc(F)c(S(=O)(=O)N2CCN(S(=O)(=O)c3ccc(NC(C)=O)cc3)CC2)c(F)c1 | 4% | -19%
Cc1ccc(NS(=O)(=O)c2cc3c(cc2F)NC(=O)CC3)cc1C | -5% | -7%
O=C(CNC(=O)c1ccc([N+](=O)[O-])cc1)OC(C(=O)Nc1cc(C(F)(F)F)ccc1Cl)c1ccccc1 (centres undefined) | 4% | -22%
Cc1ccc(NS(=O)(=O)c2ccc3[nH]c(=O)[nH]c3c2)cc1C | -2% | -14%
O=C(CNC(=O)c1ccc(-c2ccccc2)cc1)OC(C(=O)Nc1cc(C(F)(F)F)ccc1Cl)c1ccccc1 (centres undefined) | 3% | -8%

Screening results: PubChem BioAssay, National Center for Advancing Translational Sciences (NCATS)
